Screening results as filed in PubChem BioAssay.
N370S GC mod = qHTS Assay for Inhibitors and Activators of N370S glucocerebrosidase as a Potential Chaperone Treatment of Gaucher Disease | Lysosomal acid glucosylceramidase (Homo sapiens), P04062 | 330,000 compounds, 0.092% hits | Potency, µM (top dose mostly 59.4 µM), without a hit: at the highest dose activity change, negative = inhibition, usual class: inhibitors | N370S GC spleen homogenate, 4MU-glucoside fluorescence | AID 2101, 2009;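 note: 0% = full enzyme activity and -100% = no enzyme basal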
FEN1 inhibitor = qHTS Assay for the Inhibitors of Human Flap endonuclease 1 (FEN1). P39748. Recombinant FEN1 flap cleavage, fluorescence, 15 min. Potency, µM (titrated, usually from 114 µM), without a hit: at the highest dose activity change, negative = inhibition, hits mostly inhibitors. 390,000 compounds, 0.35% hits. AID 588795, 2011; note: nearly all actives have a fitted effect of over 65% in size
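Reaction started by adding substrate (50 nM final) to 10 nM enzyme after 15 min room-temperature compound preincubation. Reads at 0 and 15 min, with data normalized and fitted to a four-parameter Hill equation.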
GCN5L2 inh = qHTS Assay for Inhibitors of GCN5L2 | GCN5L2 HAT assay, ThioGlo1 CoA-SH fluorescence | Potency, µM (highest dose often 58.9 µM), without a hit: at the highest dose activity change, negative = inhibition, usual class: inhibitors | 390,000 compounds, 0.21% hits | AID 504327, 2011
Target sequence (Q92830 whole entry, looked up): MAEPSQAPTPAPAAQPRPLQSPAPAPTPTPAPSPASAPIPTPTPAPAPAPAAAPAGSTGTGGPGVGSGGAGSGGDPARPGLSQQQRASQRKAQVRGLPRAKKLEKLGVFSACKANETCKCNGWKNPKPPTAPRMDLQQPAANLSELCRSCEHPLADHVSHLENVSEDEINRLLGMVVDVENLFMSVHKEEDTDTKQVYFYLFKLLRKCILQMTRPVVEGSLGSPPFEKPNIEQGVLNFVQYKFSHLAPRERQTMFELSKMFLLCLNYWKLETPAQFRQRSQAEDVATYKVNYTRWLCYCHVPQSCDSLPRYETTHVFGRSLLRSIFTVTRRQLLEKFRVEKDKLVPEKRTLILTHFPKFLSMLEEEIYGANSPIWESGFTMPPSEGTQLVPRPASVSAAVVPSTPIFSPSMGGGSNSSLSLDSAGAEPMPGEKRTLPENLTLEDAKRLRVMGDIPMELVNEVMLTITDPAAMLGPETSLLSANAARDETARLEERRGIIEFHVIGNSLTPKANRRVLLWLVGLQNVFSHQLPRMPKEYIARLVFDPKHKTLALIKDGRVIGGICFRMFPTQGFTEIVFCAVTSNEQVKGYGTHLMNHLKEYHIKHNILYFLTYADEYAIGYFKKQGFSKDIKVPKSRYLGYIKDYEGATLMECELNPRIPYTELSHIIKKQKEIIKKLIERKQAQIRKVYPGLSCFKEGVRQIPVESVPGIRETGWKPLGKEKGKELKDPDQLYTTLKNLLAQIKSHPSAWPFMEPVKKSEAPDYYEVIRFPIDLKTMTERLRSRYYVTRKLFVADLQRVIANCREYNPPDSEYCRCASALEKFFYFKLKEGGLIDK
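Preincubate 20nM GCN5L2 with compound 15 min, RT → add 50uM ThioGlo1 + 75uM H3(1-25) + 70uM acetyl-CoA → read fluorescence 0 and 20 min. Primary qHTS; fluorescent artifacts likely.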
Numbers without * were called inactive; ? = inconclusive; / = no result given; & = joins results of further samples; [ ] = remark or other dose. Calls come from the whole dose curve; as a rule, active = well fitted curve in the direction sought with a large enough effect; inconclusive = small, poorly fitted or top-dose-only effect, or another doubt; inactive = no such curve, though single readings can be large; an effect the other way counts as inactive or inconclusive. Unless noted, % is set by controls: 0 for no effect and ±100 for the full control effect; potency is the fitted concentration of half-maximal effect. This is a subset. The share of hits here may be higher or lower than overall.

Structure,FEN1 inhibitor,N370S GC mod,GCN5L2 inh
COC(=O)Nc1ccc2c(c1)N(C(=O)CCN1CCN3CCCC3C1)c1ccccc1S2 (stereo not given),-4%,-4%,0%
COCC(C)NC(=O)c1ccc(Cl)c(Cl)c1 (stereo not given),4%,10%,2%
CN(C(=S)Nc1ccc(SC(F)F)cc1)C(c1ccccc1)c1ccccc1,-3%,27%,-10%
Cc1ccc(S(=O)(=O)NCCNC(=O)CN2CCCC2)cc1,-1%,3%,-4%
COc1cccc(-c2nc3ccc([N+](=O)[O-])cc3o2)c1,-1%,2%,0%
Cc1cc2occ(CC(=O)N(CCC(C)C)c3c(N)n(Cc4ccccc4)c(=O)[nH]c3=O)c2cc1C,2%,-18%,-1%
CSc1sc(C)cc1C1C(C#N)=C(N)N(c2cccnc2)C2=C1C(=O)CCC2 (stereo not given),-3%,-16%,-2%
Cc1ccc(S(=O)(=O)N2CCN(Cc3nc4ccccc4[nH]3)CC2)cc1C,0%,-8%,-10%
Cc1ccc(C2C3CN(C(C)C)CC=C3C(C#N)=C(N)C2(C#N)C#N)cc1 (stereo not given),-10%,-5%,-19%
C=CC(C)(C)c1[nH]cnc1/C=C1\NC(=O)C(C(C)C)NC1=O (stereo not given),2%,-4%,-20%
O=c1[nH]c(C2CCN(S(=O)(=O)c3ccc(S(=O)(=O)NC4CC4)cc3)CC2)nc2c1nnn2Cc1ccc(F)cc1,5%,-24%,0%
COc1ccc2c(c1)OC(O)(C(F)F)CC2=O (stereo not given),-5%,1%,-27%
Cc1ccc(-n2nnc3c(=O)n(CC(=O)NCc4ccco4)cnc32)cc1,1%,-7%,-3%
COc1ccc(N2CC(C(=O)N(CC(C)C)c3c(N)n(Cc4ccccc4)c(=O)[nH]c3=O)CC2=O)c(OC)c1 (stereo not given),-5%,3%,-1%
O=C(NC(Cc1c[nH]c2ccccc12)C(=O)N/N=C/c1cccc2ccccc12)c1cccs1 (stereo not given),1%,14%,-14%

Four structures from above, ordered by SMILES length, ascending.
Structure,FEN1 inhibitor,N370S GC mod,GCN5L2 inh
COc1ccc2c(c1)OC(O)(C(F)F)CC2=O (stereo not given),-5%,1%,-27%
Cc1ccc(S(=O)(=O)N2CCN(Cc3nc4ccccc4[nH]3)CC2)cc1C,0%,-8%,-10%
Cc1ccc(C2C3CN(C(C)C)CC=C3C(C#N)=C(N)C2(C#N)C#N)cc1 (stereo not given),-10%,-5%,-19%
COc1ccc(N2CC(C(=O)N(CC(C)C)c3c(N)n(Cc4ccccc4)c(=O)[nH]c3=O)CC2=O)c(OC)c1 (stereo not given),-5%,3%,-1%

Additional structures.
Structure,FEN1 inhibitor,N370S GC mod,GCN5L2 inh
O=C(CCS(=O)(=O)Cc1ccccc1)Nc1ccc2c(c1)OCCO2,3%,-7%,19%
C/C(=C\c1ccco1)CN1CCN(Cc2ccc(C)o2)C(CCO)C1 (stereo not given),1%,-15%,-2%
Cc1cccc(NC(=S)NN2CCOCC2)c1C,3%,5%,-4%
CCCCc1nn2c(=O)cc(COC(=O)c3ccc(NC(=O)CCc4ccccc4)cc3)nc2s1,-2%,/,0%
COc1ccc(OC)c(S(=O)(=O)N2CCC(C(=O)N3CCCCCC3)CC2)c1,6%,1%,-7%
CCCCN(C)C(=O)c1nc2ccccn2c1CN1CCN(C/C=C/c2ccccc2)CC1,-4%,-5%,1%
COc1ccc2cc3cc(C(=O)Nc4cc(OC)c(OC)c(OC)c4)oc3nc2c1,-2%,/,-25%
COc1ccc(C(CCN(Cc2ccc(OC)c(OC)c2)C(C)=O)c2ccccc2)cc1 (stereo not given),-21%,-2%,-3%
COC(=O)c1onc(-c2c(C)cc(C)cc2C)c1C(=O)OC,3%,-7%,-11%
CCCN1C2CCCC1CC(NC(=S)Nc1cc(C)ccc1C)C2 (stereo not given),-10%,1%,0%
CC(C)(C)C(=O)OCc1nc(-c2ccc3c(c2)OCCO3)cs1,2%,0%,-18%
CC(C)Cn1c(N)c(C(=O)COC(=O)c2cc(C(F)(F)F)nc3c(C(F)(F)F)cccc23)c(=O)n(C)c1=O,/,-9%&3%,-2%
Cc1cc(C)cc(NC(=O)c2cccn2-c2ncc(C(F)(F)F)cc2Cl)c1,-11%,-1%,-18%
O=S(=O)(NCc1cccnc1)c1ccc(Cl)s1,0%,-7%,-7%
Clc1nc(-c2cccnc2)nc2scc(-c3ccccc3)c12,1%,21%,-8%
N#Cc1cc(Nc2c(N)nc[nH]c2=O)c([N+](=O)[O-])cc1C#N,0%,2%,-1%
COc1ccc(C(=O)Nc2cccc(C(C)=O)c2)c(OC)c1OC,5%,7%,2%
Cc1c(C(=O)O)sc2nc3n(c(=O)c12)CCCCC3,3%,3%,/
O=C(Nc1ccc(C(=O)OC[C@@H]2CCCN3CCCC[C@H]23)cc1)c1cccc(Br)c1,1%,-7%,-8%
O=C(CNC(=O)c1cccs1)c1ccc(Br)cc1,-6%,4%,1%
Cn1c(N)c(N2CCCCC2)c(=O)n(CC(=O)Nc2ccc(Cl)c(Cl)c2)c1=O,-1%,-30%,-3%
Cc1cc(-c2ccccc2)nc2cc(C(=O)N(Cc3ccccc3)Cc3ccccc3)nn12,-1%,?,-11%
COc1ccc(C(=O)Nc2ccc(NC(=O)c3cccs3)cn2)cc1,-9%,-1%,-7%
O=C(CSc1nnc(NC(=O)c2cccc(Br)c2)s1)NCC1CCCO1 (stereo not given),-4%,0%,-13%
COCCNC(=O)C(NC(=O)C1CCC(C)CC1)C(C)C (stereo not given),6%,-6%,3%
CCOc1ccc(C2=Nc3ccc(Br)cc3C(c3ccc(N4CCOCC4)cc3)=NN2)cc1,0%,4%,-13%
CCCNC(=O)Cn1cnc2sc(C(=O)N3CCCC(C(=O)OCC)C3)c(C)c2c1=O (stereo not given),9%,1%,-6%
Cc1ccc(N2C(=O)[C@@H]3CSC(c4ccc(C(F)(F)F)cc4)N3C2=O)cc1 (stereo not given in full),-3%,/,0%
Brc1ccc(-c2nn3c(Cc4ccccc4)nnc3s2)o1,-5%,-3%,1%
CN(C)c1ccc(C(CNC(=O)c2ccccc2C(F)(F)F)N2CCOCC2)cc1 (stereo not given),4%,/,-16%
O=C(CSc1nnc(-c2ccccc2F)o1)Nc1ccc(N2CCOCC2)cc1,-12%,/,2%
COc1ccc(S(=O)(=O)c2c(O)cc(C)c(NS(=O)(=O)c3ccccc3)c2C)cc1,0%,17%,-11%
Cc1ccc(S(=O)(=O)NCC2COc3ccccc3O2)cc1 (stereo not given),-7%,2%,24%
COc1ccccc1OCCOc1ccc(/C=C2\C(=N)N3N=C(C)SC3=NC2=O)cc1,-5%,2%,-21%
O=c1ccccn1CCOc1ccc(Cl)cc1,-1%,8%,-2%
Nc1nnc(SCC(=O)NCCOc2ccccc2)s1,-5%,8%,-2%
CN(CC1COCCO1)C(=O)c1cc(COc2c(F)cccc2F)on1 (stereo not given),2%,-5%,-2%
Nc1c(-c2ccccc2)c(CN2CCOCC2)nn1-c1ccc(C(=O)O)cc1,0%,-1%,-1%
O=C(NCCC1CCCCN1S(=O)(=O)c1ccccc1)C(=O)Nc1ccccc1 (stereo not given),-13%,11%,-3%
Cc1nn(Cc2c(Cl)cccc2Cl)c(C)c1NC(=O)/C=C/c1cnn(C)c1C,-2%,-1%,9%
Cc1[nH]c2ccccc2c1/C=N/NC(=O)c1ccccc1,17%,?,1%
O=C1CNC(=O)/C(=C\c2ccc(F)cc2)N1,0%,-9%,4%
Cc1cc(C)cc(C(=O)N2CCN=C2c2ccccc2)c1,18%,0%,-3%
CCOc1ccccc1/C=C/c1cc(C(=O)O)c2ccccc2n1,18%,10%,-29%
CN1CCN(C(=O)CN(c2cc(C(F)(F)F)ccc2Cl)S(C)(=O)=O)CC1,1%,2%[12.8 µM],-5%

Reprinted from the part before: 4 compounds, then new ones.
Structure,FEN1 inhibitor,N370S GC mod,GCN5L2 inh
O=C1CNC(=O)/C(=C\c2ccc(F)cc2)N1,0%,-9%,4%
Cc1cc(C)cc(C(=O)N2CCN=C2c2ccccc2)c1,18%,0%,-3%
CCOc1ccccc1/C=C/c1cc(C(=O)O)c2ccccc2n1,18%,10%,-29%
CN1CCN(C(=O)CN(c2cc(C(F)(F)F)ccc2Cl)S(C)(=O)=O)CC1,1%,2%[12.8 µM],-5%
CCCCN(CC)C(=O)c1oc2ccc(S(=O)(=O)N3CCCC3)cc2c1C,-16%,-9%,-9%
CCCS(=O)(=O)c1nc(S(=O)(=O)c2ccc(C)cc2)c(N2CCOCC2)s1,8%,3%,-3%
CC(C)CC(c1nnnn1Cc1ccc2c(c1)OCO2)N1CCC(C(N)=O)CC1 (stereo not given),-6%,-8%,1%
O=C(CCc1c[nH]c2ccccc12)NN1C(=O)NC2(CCCCC2)C1=O,48%[activator],/,-3%
CCN(CC(=O)NCc1cccs1)C(=O)c1ccc(-c2cccc(C(F)(F)F)c2)o1,1%,5%,-5%
CCn1cc(/C=N\NC(=O)COc2cccc(C)c2C)c(C)n1,7%,10%,2%
CCc1ccc(N(CC(=O)NCc2ccc(F)cc2)C(=O)c2csnn2)cc1,4%,-4%,-1%
CCCCCCCCCCCC,/,-2%,12%
COc1ccc(NC(=O)NNC(=O)c2ccc3ccccc3c2O)c(OC)c1,13%,?,2%
CSc1c(CC(=O)Nc2ccccc2)n(Cc2ccccc2)c2ccccc12,-2%,7%,-4%
CCC(C)NC(=O)c1ccccc1NC(=O)CN(c1cc(C)ccc1OC)S(C)(=O)=O (stereo not given),-6%,3%,?
COc1ccc2cc(C(=O)N3CCC(Cc4ccccc4)CC3)[nH]c2c1,-22%,-18%,-7%
Cc1ccc(/C=N/n2c(=O)c(C(C)(C)C)nn3cnnc23)cc1,1%,7%,-4%
CC(=O)c1cccc(Nc2nc(-c3ccccc3)nc3ccccc23)c1,-8%,?,-1%
CC(=O)CSc1nnc(-c2ccc3c(c2)OCO3)o1,4%,2%,-6%
Cc1ccc2cc(C#N)c(SCC(=O)Nc3ccc4sc(C)nc4c3)nc2c1,/,8%,-1%
Cc1cccc(-n2c(SCC(=O)N3CCN(c4ccccn4)CC3)nnc2N2CCOCC2)c1,2%,/,-4%
CCc1ccccc1Nc1nc(N)nc(CSc2nnnn2C)n1,1%,-3%,-8%
O=C(NCc1cccnc1)c1ccccc1[N+](=O)[O-],10%,4%,8%
Cc1cccc(NC(=O)c2nc[nH]c2C(=O)NCCCNC(=O)c2[nH]cnc2C(=O)Nc2cccc(C)c2)c1,-20%,/,-4%
O=C(COC(=O)Cc1cccc(C(F)(F)F)c1)Nc1cccc2ccccc12,3%,0%,33%[activator]
CN(C)c1ccc(C(C(=O)NCC2CCCO2)N(Cc2ccccc2)C(=O)c2snc(C(N)=O)c2N)cc1 (stereo not given),0%,-8%,-3%
CCCCn1c(=O)[nH]c2c(oc3ccccc32)c1=O,0%,-8%,-16%
CCCN1CCN(CCNC(=O)Nc2cc(OC)cc(OC)c2)CC1,-11%,/,0%
CN(C)c1ccc(CN(C(=O)COc2ccccc2)C2CCS(=O)(=O)C2)cc1 (stereo not given),-4%,-1%,6%
COc1ccc(S(=O)(=O)N2CCCCC2)cc1NC(=O)c1ccc(OC)c(OC)c1,7%,-4%,-2%
COc1ccc(OCC(=O)N/N=C(/C)Cc2ccccc2)cc1,-6%,1%,15%
COc1cccc(-n2c(C)n[nH]c2=O)c1,-5%,4%,-4%
CCOC(=O)N1CCC(NC(=O)c2cc(C(=O)Nc3ccc(OC)c(OC)c3)ccc2CO)CC1,12%,16%,-1%
CCCCCOc1ccc(/C=c2\sc3nc(=O)c(-c4ccccc4)nn3c2=O)cc1OC,-1%,4%,-3%
COc1cc2c(cc1OC)C(C(=O)NCCN(C)C)C(c1cccs1)N(C)C2=O (stereo not given),17%,-11%,-3%
COCCNC(=O)Cn1ncc2c(C)n(Cc3ccc(C)cc3)c(C)c2c1=O,-9%,/,-5%
O=C(Nc1ccccc1C(F)(F)F)N1CCN(c2ccc3nnc(-c4ccc(F)cc4)n3n2)CC1,-22%&-26%,-25%,-1%&-1%
CC(C)(C)c1ccc(C(=O)Nc2nnc(SCC(=O)NCC3CCCO3)s2)cc1 (stereo not given),19%,0%,-19%
COc1cccc(-c2ncc3ccccc3c2COC(=O)N2CCOCC2)c1,-1%,/,0%
